ALOX15B inhib – qHTS Assay for Inhibitors of 15-hLO-2 (15-human lipoxygenase 2); Polyunsaturated fatty acid lipoxygenase ALOX15B (Homo sapiens), O15296; purified 15hLO-2, xylenol orange hydroperoxide absorbance; Potency, µM (series often up to 57.1 µM), for inactives: top-dose activity change, negative = inhibition, actives largely listed as inhibitors; 110,000 compounds, 0.56% hits; further: potency means the concentration at half of the fitted maximal effect; nearly all actives have a fitted effect of over 60% in size; many of its hits are not listed in these tables
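Purified human 15hLO-2 (50 nM final) preincubated with compounds 15 min at room temperature in 25 mM Hepes pH 7.5, 0.01% Triton X-100, then 45 uM arachidonic acid added for 90 min; hydroperoxide detected via ferrous/xylenol orange, 573/405 nm absorbance ratio.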
12-hLO inh – qHTS Assay for Inhibitors of 12-hLO (12-human lipoxygenase); purified 12-hLO, xylenol orange hydroperoxide absorbance; Potency, µM (top dose mostly 57.1 µM), without a hit: at the top dose activity change, negative = inhibition, hits mostly inhibitors; 150,000 compounds, 0.12% hits; AID 1452, 2008; further: potency means the concentration at half of the fitted maximal effect; nearly all actives have a fitted effect of over 55% in size; many of its hits are not listed in these tables
Target sequence (P18054 whole entry, looked up): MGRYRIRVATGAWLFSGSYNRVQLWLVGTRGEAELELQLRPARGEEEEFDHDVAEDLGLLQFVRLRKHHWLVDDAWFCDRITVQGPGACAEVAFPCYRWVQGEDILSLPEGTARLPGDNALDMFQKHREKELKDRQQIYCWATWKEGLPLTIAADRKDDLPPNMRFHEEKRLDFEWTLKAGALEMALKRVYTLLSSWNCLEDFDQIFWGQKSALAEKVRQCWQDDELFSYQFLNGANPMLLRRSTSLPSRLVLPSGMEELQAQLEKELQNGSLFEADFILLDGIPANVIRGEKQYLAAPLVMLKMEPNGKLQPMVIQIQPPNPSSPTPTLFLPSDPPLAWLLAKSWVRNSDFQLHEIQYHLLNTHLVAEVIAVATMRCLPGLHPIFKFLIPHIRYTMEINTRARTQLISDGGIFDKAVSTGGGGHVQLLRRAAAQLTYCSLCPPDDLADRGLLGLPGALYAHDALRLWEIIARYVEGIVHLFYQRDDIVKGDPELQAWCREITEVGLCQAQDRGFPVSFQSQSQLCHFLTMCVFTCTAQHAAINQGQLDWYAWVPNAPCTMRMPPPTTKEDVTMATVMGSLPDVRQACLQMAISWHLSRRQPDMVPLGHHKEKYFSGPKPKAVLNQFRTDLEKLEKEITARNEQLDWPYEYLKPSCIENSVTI
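150 nM 12hLO, 25 mM Hepes pH 7.0 + 0.01% Triton X-100; cpd preinc 15 min RT; 40 uM arachidonic acid, 30 min RT; Fe-XO 30 min; A573/A405 ratio as read-out.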
IMPase cell inh – qHTS Assay for Identifying the Cell-Membrane Permeable IMPase Inhibitors. AID 901, 2007. 120,000 tested, under 10 active. inhibition (IP1 accumulation), % at 46.1 µM. CHO-M1 cells, IP1 accumulation, HTRF TR-FRET ratio; active means well fitted curve in the direction sought with a large enough effect in the signal ratio, not every such curve was filed as active; inconclusive means small, poorly fitted or top-dose-only effect, or a change in a side signal; inactive means no such curve, though single readings can be large or run the other way; the % refers to the signal ratio;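 further: cells stimulated with carbachol in lithium chloride buffer; plate controls were DMSO basal wells for no effect and reference inhibitor wells for full effect; higher means more IMPase inhibition seen as more IP1 and lower FRET ratio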
Target sequence (P97697 whole entry, looked up): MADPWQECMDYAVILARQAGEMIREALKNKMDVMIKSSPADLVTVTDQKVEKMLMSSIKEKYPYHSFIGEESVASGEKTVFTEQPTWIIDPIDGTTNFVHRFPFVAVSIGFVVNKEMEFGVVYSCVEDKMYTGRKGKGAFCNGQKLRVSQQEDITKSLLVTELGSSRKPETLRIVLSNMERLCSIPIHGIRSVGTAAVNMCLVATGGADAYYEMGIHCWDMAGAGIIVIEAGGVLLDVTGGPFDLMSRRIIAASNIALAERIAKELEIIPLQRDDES
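Cellular IMPase inhibition is scored as a rise in cytosolic IP1, detected by competitive TR-FRET between d2-labelled IP1 and a europium anti-IP1 antibody. M1-expressing CHO cells were stimulated with carbachol for 30 min at 37C, with lithium (50 mM LiCl) present in the buffer.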
PNC inhibitor – High Content Assay for Compounds that inhibit the Assembly of the Perinucleolar Compartment. PC3M PTB-GFP, PNC prevalence imaging, 16 h; active compounds read low. activity change (PNC), negative = inhibition, % at 10 µM. 140,000 compounds, 3.1% hits. AID 2417, 2010;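 active means readout at or below -70, meaning at least 70% loss of cells showing the perinucleolar compartment, a nuclear body marking cancer cells; inconclusive means readout between -30 and a set limit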;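 further: plate controls were DMSO wells for no effect and camptothecin positive control wells for full effect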
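Read-out is percentage of cells bearing a perinucleolar compartment, from automated 20x imaging of fixed, Hoechst-stained PC3M PTB-GFP cells. Cells were seeded 4 h, then exposed 16 h to compound (23 nl of library stock) in duplicate plates.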
* hit, by the source's call; ? = inconclusive; / = not tested or not shown; & = joins results of further samples; [ ] = remark or other dose. Unless noted, the call rests on the fitted dose curve; in most records, active means well fitted curve in the direction sought with a large enough effect; inconclusive means small, poorly fitted or top-dose-only effect, or another doubt; inactive means no such curve, though single readings can be large; an effect the other way counts as inactive or inconclusive. Unless noted, on the % scale 0 is the no-effect control and ±100 the full control effect.

Order of values: ALOX15B inhib	12-hLO inh	IMPase cell inh	PNC inhibitor
COc1cc(NS(=O)(=O)c2ccc(NC(=S)NC(=O)c3sc4cc(F)ccc4c3Cl)cc2)nc(OC)n1
    /	4%	-26	8
Cc1cccc(N2CCN(C(=O)Cn3cccc3)CC2)c1C
    -22%	-6%	-6	-25
NC(=S)N/N=C/c1ccccc1
    /	0%	6	7
Cc1ccc(SCCC(=O)NC(C)C)cc1
    /	0%	?	-1
O=C(CSc1nnc(-c2cccs2)n1-c1ccccc1)Nc1ccccc1
    -12%	1%	?	-8
CCOC(=O)C1CCN(C=Nc2cc(C)on2)CC1
    9%	3%	-3	11
Cc1cccc(OCc2nnc(SCC(=O)N3CCCC3)n2C)c1
    -5%	0%	6	-2
Cc1cccc(C(=O)N2CCCN(C(=O)c3cccc(C)c3)CC2)c1
    1%	4%	-1	?
O=C1CC(c2ccco2)Cc2c1cnn2-c1nc2ccccc2s1 (stereo not drawn)
    /	1%	/	47
Cc1ccc(CSc2ncnc3c2cnn3-c2ccc(C)cc2)cc1
    /	-1%	?	-26
Oc1ccccc1C1=NOC(O)(C(F)F)C1 (stereo not drawn)
    -25%	-2%	5	?
O=S(=O)(NCc1ccccc1)c1cnc[nH]1
    1%	1%	-1	34
CC1Cc2cccc3c(O)c(C(=O)c4nn[nH]n4)c(=O)n1c23 (stereo not drawn)
    /	-2%	/	?
NCCCCCCCCCCNS(=O)(=O)c1cccc2c(Cl)cccc12
    40%[activator]	-5%	0	/
Cn1c(=O)[nH]c(=O)c2c1nc1n2CCN1Cc1ccccc1
    -8%	3%	-6	22

Reprinted from the results shown for reference:
Order of values: ALOX15B inhib	12-hLO inh	IMPase cell inh	PNC inhibitor
Oc1ccccc1C1=NOC(O)(C(F)F)C1 (stereo not drawn)
    -25%	-2%	5	?
O=S(=O)(NCc1ccccc1)c1cnc[nH]1
    1%	1%	-1	34
CC1Cc2cccc3c(O)c(C(=O)c4nn[nH]n4)c(=O)n1c23 (stereo not drawn)
    /	-2%	/	?
NCCCCCCCCCCNS(=O)(=O)c1cccc2c(Cl)cccc12
    40%[activator]	-5%	0	/
Cn1c(=O)[nH]c(=O)c2c1nc1n2CCN1Cc1ccccc1
    -8%	3%	-6	22

(listing goes on)
Order of values: ALOX15B inhib	12-hLO inh	IMPase cell inh	PNC inhibitor
Cc1[nH]n2c(=O)c3c(nc2c1-c1ccc(Cl)cc1)CCC3
    8%	-7%	?	?
N#Cc1c[nH]n2c(=O)cc(Cc3ccccc3)nc12
    -4%	4%	6	9
O=S(=O)(NCC(c1cccnc1)N1CCN(c2ccccc2)CC1)c1cccs1 (stereo not drawn)
    16%	-5%	-5	?
CCOc1cc(CNn2cnnc2)ccc1OCC(=O)NC1CCCCC1
    0%	0%	2	?
O=C(O)c1cc2ccccc2c(=O)s1
    1%	6%	-3	42
O=C1C=CC(=Nc2cccc3c(N=C4C=CC(=O)O4)cccc23)O1
    1%[11.4 µM]	-8%[11.4 µM]	/	/
CC(OC(=O)c1oc2ccccc2c1CSC1CCCCC1)C(=O)NC(N)=O (stereo not drawn)
    /	3%	/	6
Cc1ccc(-c2nc3ncccn3c2NC(=O)C2CC2)cc1
    3%	1%	-5	86
CCC(C)C(NC(=O)c1ccccc1NC(=O)c1ccco1)C(=O)O (stereo not drawn)
    -3%	0%	3	11
CCCc1nn(C)c(C(=O)Nc2cccc(Cl)c2)c1Cl
    /	-3%	/	83
Cc1cccnc1NC(=O)C1c2ccccc2Oc2ccccc21
    /	-2%	/	2
CCC(C)(C)n1nnnc1CN(Cc1cccs1)Cc1cc2cc(OC)ccc2[nH]c1=O
    32%[activator]	-10%	-7	6
CCN(CC)CCN1C(=O)C(=O)/C(=C(/O)c2cnn(-c3ccccc3)c2C)C1c1cccnc1 (stereo not drawn)
    0%	-3%	-3	20
O=C(NCc1ccccc1Cl)c1cnc2n(c1=O)CCS2
    8%	1%	4	6
COc1ccc(N2CCN(C(c3cccs3)C(C)NC(=O)c3ccco3)CC2)cc1 (stereo not drawn)
    /	1%	?	?
COc1ccc(OC)c(-c2ccc(C(=O)O)o2)c1
    10%[0.0915 µM]	-1%[0.00818 µM]	/	/
CCN1CCN(c2ncc(C(=O)N3CCCc4ccccc43)c3ccccc23)CC1
    11%	-4%	14	?
O=C(NCCN1CCOCC1)c1cc(-c2ccc(Cl)cc2)on1
    22%	-3%	4	13
N[C@H](C(=O)O)[C@@H]1C[C@@H]1C(=O)O
    21%&16%	-5%&-6%	1&-1	/
C/C(=N\NC(=S)Nc1ccc(F)cc1)c1ccc2c(c1)OCCO2
    /	?	/	-3
Cn1c(=O)c2c(nc(CN3CCN(C(=O)c4ccco4)CC3)n2Cc2ccccc2F)n(C)c1=O
    -10%	9%	4	31
NC(=O)CNCCC(c1ccccc1)c1ccccc1
    42%&14%[activator]	9%&-4%	-1	/
Clc1ccc(Sc2cnc3ccccc3n2)cc1
    3%	-12%	-26	37
O=C(c1cccc(F)c1)N1CCC2(CCCN(c3ccncc3)C2)CC1
    0%	3%	/	/
O=C(CCC(=O)N(c1ccccc1)C(C(=O)NC1CCCC1)c1ccncc1)Nc1cccnc1 (stereo not drawn)
    3%	-2%	4	-29
CC(C)COC(=O)c1ccccc1N1C(=O)C2C3CCC(C3)C2C1=O (stereo not drawn)
    /	2%	/	-28
Cn1c(=O)c2c(ncn2CC(=O)OCC(=O)Nc2ccc(Cl)cc2)n(C)c1=O
    /	-5%	/	-7
Cc1c(C(=O)N/N=C/c2ccccc2)[nH]c2ccc(Cl)cc12
    /	1%	0	-11
Cc1nc2ccccc2nc1CSc1nnc(N)s1
    5%	1%	-3	-17
CCOc1ccc(CCNC(=O)c2cc3sccc3n2C)cc1OCC
    5%[2.29 µM]	-6%	14	?
COc1ccc(C(=O)N2CCN(Cc3ccccc3C)CC2)cc1OC
    -16%	1%	-4	?
c1ccc(OCCOc2ccccc2-c2nnco2)cc1
    -1%	2%	7	6
CC(c1ccccc1)n1c(SCC(=O)N2CC(=O)Nc3ccccc32)nc2ccccc2c1=O (stereo not drawn)
    /	-1%	3	?
CCOC(=O)N/N=C\c1ccc([N+](=O)[O-])o1
    -8%	1%	5	4
CCCc1ncc(C(O)c2cccc(OC)c2OC)n1C (stereo not drawn)
    -6%	-4%	-1	7
CC(=O)NC(Cc1ccccc1)C(=O)OCC(=O)c1ccc(Br)cc1 (stereo not drawn)
    /	-4%	/	?
Cn1nnc2cc(C(=O)N3CCSCC3)ccc21
    0%	2%	-3	20
O=C(O)CN(Cc1ccco1)S(=O)(=O)c1ccc(F)cc1
    4%	-3%	-3	-26
COn1c(SC(C)C)nc2ccccc2c1=O
    -4%	3%	1	19
CC(C)Sc1nc(C(F)(F)F)cc(=O)n1-c1ccccc1
    /	-4%	11	-4
CCCNC1=C(N(C(C)=O)c2cccc(F)c2)C(=O)c2ccccc2C1=O
    /	-1%	/	-90*
Cn1c(=O)c2c(nc(SCCN3CCCCC3)n2Cc2ccc(Cl)cc2)n(C)c1=O
    40%[activator]	6%	11	?
C=CCNC(=O)c1ccc(-c2nc(-c3ccccc3)cs2)cc1
    4%	-2%	0	?
CC(C)(C)c1ccc(C(=O)OC/C(O)=C(\C#N)c2nc3ccccc3s2)cc1
    /	-1%	-5	-6
Cc1nc2sc(C(c3ccc(Cl)cc3)N3CCN(C(=O)c4ccco4)CC3)c(O)n2n1 (stereo not drawn)
    5%	-10%	-4	-26
CC1Cc2ccccc2N1C(=O)CN1CCC(n2nnc3cc(C(F)(F)F)ccc32)CC1 (stereo not drawn)
    31%[activator]	-1%	18	-28
c1ccc(-c2nc(NC3CC3)nc(-n3ccnc3)n2)cc1
    25%	-1%	-1	?
COC(=O)C(C)c1ccc(C(=O)c2cccs2)cc1 (stereo not drawn)
    -6%	-4%	/	/
CC(C)C(NC(=O)CN1C(=O)c2ccccc2S1(=O)=O)C(C)C
    6%	6%	2	?
Oc1ccccc1/C=N/Nc1ccccc1
    /	-13%	/	61
CCC(C)NC(=O)c1ccccc1NC(=O)c1ccccc1N(C)S(C)(=O)=O (stereo not drawn)
    /	11%	3	5
Cc1ccc(N(CC(=O)Nc2ccccc2-c2ccccc2)S(=O)(=O)c2ccccc2)cc1
    5%	3%	-2	-26
CC(C)CCNC(=O)c1sc2ccc(S(=O)(=O)N3CCCCC3)cc2c1N
    /	-12%	14	?
Cc1ccc2c(CN3CCN(CCO)CC3)cc(=O)oc2c1
    1%	2%	2	-5
O=C1C(c2cc(=O)c3ccccc3[nH]2)=C(O)c2ccccc21
    /	0%	/	26
C[C@H]1C(c2ccccc2)=NN(c2ccccc2)[C@@H]1CO
    ?	0%[0.00818 µM]	/	/
S=C(c1ccc[nH]1)N1CCOCC1
    /	1%	-3	-23
CCCCn1c(=NC(=O)c2cccnc2)c(C#N)cc2c(=O)n3cccc(C)c3nc21
    -13%	-5%	-4	50
Cc1csc(NC(=O)CSc2nncn2C)n1
    2%	3%	-15	42
CCNc1nc(Cl)nc(NNC(=O)C(C)Oc2ccccc2)n1 (stereo not drawn)
    /	6%	/	15

Further entries:
Order of values: ALOX15B inhib	12-hLO inh	IMPase cell inh	PNC inhibitor
C=C1c2c(Cl)ccc(O)c2C(O)=C2C(=O)[C@]3(O)C(O)=C(C(N)=O)C(=O)C(N(C)C)C3C(O)C12 (stereo partly drawn)
    -6%	-3%	/	/
O=C(OCc1csc(Nc2ccccc2)n1)c1ccc(Cl)cc1
    /	-8%	3	14
COc1ccc(C(C)=O)cc1CSCCC#N
    6%	-1%	5	-2
O=C(CN1C(=O)c2cccc3cccc1c23)Nc1ccc(S(=O)(=O)Nc2nccs2)cc1
    -18%	2%	4	-4
COc1ccc(CCNC2=C(Cl)C(=O)N(CCc3ccccc3)C2=O)cc1OC
    -1%	-11%	4	-20
Cc1ccc(C(=O)Nc2cc(Cl)ccc2N2CCCCC2)s1
    22%	-5%	-4	?
N#CCCn1nc(-c2ccc([N+](=O)[O-])cc2)cc1Nc1ccccc1NC(=O)C(F)(F)F
    /	-6%	20	10
CC(C)CC(C(=O)OCC(=O)Nc1ncc(Cl)cc1Cl)N1C(=O)c2ccccc2C1=O (stereo not drawn)
    -7%	-3%	0	50
CC(C)(C)NC(=O)C(c1ccccc1)N(C(=O)c1ccco1)C1CC1 (stereo not drawn)
    -1%	1%	-1	42
C/C(N)=C(/C#N)C(=O)CSc1nc2ccc(C)cc2[nH]1
    15%	-5%	-10	10
COC(=O)N/N=C/c1ccc(-c2cc(Cl)ccc2Cl)o1
    /	2%	-2	?
CC(C)NC(=O)CSc1ccccc1C(=O)NCc1ccc2c(c1)OCO2
    -1%	-3%	7	3
Cn1c(SCc2cnc(-c3ccccc3)s2)nnc1C1COc2ccccc2O1 (stereo not drawn)
    -3%	1%	10	75
